# Screening data as filed in PubChem.
# RGS4 inhibitor – Inhibitors of Regulator of G Protein Signaling (RGS) 4: qHTS; Regulator of G-protein signaling 4 (Homo sapiens), P49798; Transcreener GDP fluorescence polarization, RGS4-accelerated GTP hydrolysis; Potency, µM (doses to about 114 µM), for the others: at the highest dose activity change, negative = inhibition, most hits filed as inhibitors; actives 0.039% (n = 390,000); further: on the % scale 0 is the no-effect control and ±100 the full control effect; nearly all actives have a fitted effect of over 75% in size; some results filed as inactive show a strong effect at the top dose
# Target sequence (P49798 whole entry, looked up): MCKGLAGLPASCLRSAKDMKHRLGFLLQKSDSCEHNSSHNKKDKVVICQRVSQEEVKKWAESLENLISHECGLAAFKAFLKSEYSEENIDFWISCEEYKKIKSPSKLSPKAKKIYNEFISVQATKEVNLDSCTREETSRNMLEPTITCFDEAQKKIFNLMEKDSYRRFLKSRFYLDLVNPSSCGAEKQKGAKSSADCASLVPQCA
#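 MLSMR compounds (23 nl, pin-transferred) preincubated 10 min at room temperature with a 500nM (2x) first reagent, then RGS4 at 900nM (2x) plus Transcreener GDP mix added; fluorescence polarization (620/688 nm) read before and after 90 min at 30 °C.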
# mIDH1 inhibitor – qHTS for Inhibitors of mutant isocitrate dehydrogenase 1 (IDH1): qHTS | AID 602179, 2012 | IDH1-R132H enzyme, NADPH consumption, diaphorase/resazurin fluorescence | actives 0.093% (n = 390,000) | Isocitrate dehydrogenase [NADP] cytoplasmic (Homo sapiens), O75874 | Potency, µM (titrated, usually from 76.6 µM), for the others: at the highest dose activity change, negative = inhibition, most hits filed as inhibitors; further: on the % scale 0 is the no-effect control and ±100 the full control effect; nearly all actives have a fitted effect of over 65% in size
#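 IDH1-R132H (0.5 ug/mL) preincubated 30 min with compound, then NADPH (0.016 mM) and alpha-KG (2 mM) added; 80 min at RT, pH 7.5. Remaining NADPH coupled via diaphorase/resazurin to fluorescence (540/590 nm); concentration-response curves normalized to no-enzyme control.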
# rTrxR1 inhibitor – qHTS Assay for Inhibitors of Mammalian Selenoprotein Thioredoxin Reductase 1 (TrxR1): qHTS. Thioredoxin reductase 1, cytoplasmic (Rattus norvegicus), O89049. actives 1% (n = 390,000). recombinant rTrxR1, NADPH fluorescence consumption, selenite substrate. Potency, µM (series often up to 114 µM), without a hit: at the highest dose activity change, negative = inhibition, hits mostly inhibitors; further: on the % scale 0 is the no-effect control and ±100 the full control effect; nearly all actives have a fitted effect of over 65% in size
#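 Rat TrxR1 (90 nM in the dispensed reagent) was pre-reduced with 400 uM NADPH for 5 min at room temperature, then incubated with compound for 15 min. After 400 uM selenite was added, NADPH fluorescence (Ex 340/Em 450 nm) was followed for 8 min.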
# Vif-APOBEC3G blk – qHTS for Inhibitors of Vif-A3G Interactions: qHTS | DNA dC->dU-editing enzyme APOBEC-3G (Homo sapiens), Q9HC16 | HeLa A3G-eYFP + Vif (tagged APOBEC3G with the HIV-1 protein that degrades it), YFP fluorescence, overnight | Potency, µM (top dose mostly 46.1 µM), inactives show at the highest dose activity, negative = active, actives largely listed as inhibitors | actives 0.076% (n = 410,000);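 further: on the % scale 0 is the no-effect control and ±100 the full control effect; nearly all actives have a fitted effect of over 60% in size; hits raise eYFP signal because A3G escapes Vif-driven loss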
#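 HeLa cells stably expressing Vif and C-terminally eYFP-tagged A3G, seeded overnight at 37 deg C, then exposed to compound by pintool overnight at 37 deg C. Rise in yellow fluorescence (Ex 488/Em 500-530, Acumen) marks blocked Vif-driven A3G degradation.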
# RXFP1 ag – qHTS Assay for Agonists of the Relaxin Receptor RXFP1; Relaxin receptor 1 (Homo sapiens), Q9HBX9; HEK293T-RXFP1 cAMP TR-FRET, 30 min; response scale: percent of porcine relaxin response, buffer zero; Potency, µM (doses to about 57.5 µM), for inactives: at the highest dose activation, usual class: activators; actives 0.3% (n = 370,000); AID 2676, 2010; further: on the % scale 0 is the no-effect control and ±100 the full control effect; nearly all actives have a fitted effect of over 60% in size; many of its hits are not listed in these tables
# Target sequence (Q9HBX9 whole entry, looked up): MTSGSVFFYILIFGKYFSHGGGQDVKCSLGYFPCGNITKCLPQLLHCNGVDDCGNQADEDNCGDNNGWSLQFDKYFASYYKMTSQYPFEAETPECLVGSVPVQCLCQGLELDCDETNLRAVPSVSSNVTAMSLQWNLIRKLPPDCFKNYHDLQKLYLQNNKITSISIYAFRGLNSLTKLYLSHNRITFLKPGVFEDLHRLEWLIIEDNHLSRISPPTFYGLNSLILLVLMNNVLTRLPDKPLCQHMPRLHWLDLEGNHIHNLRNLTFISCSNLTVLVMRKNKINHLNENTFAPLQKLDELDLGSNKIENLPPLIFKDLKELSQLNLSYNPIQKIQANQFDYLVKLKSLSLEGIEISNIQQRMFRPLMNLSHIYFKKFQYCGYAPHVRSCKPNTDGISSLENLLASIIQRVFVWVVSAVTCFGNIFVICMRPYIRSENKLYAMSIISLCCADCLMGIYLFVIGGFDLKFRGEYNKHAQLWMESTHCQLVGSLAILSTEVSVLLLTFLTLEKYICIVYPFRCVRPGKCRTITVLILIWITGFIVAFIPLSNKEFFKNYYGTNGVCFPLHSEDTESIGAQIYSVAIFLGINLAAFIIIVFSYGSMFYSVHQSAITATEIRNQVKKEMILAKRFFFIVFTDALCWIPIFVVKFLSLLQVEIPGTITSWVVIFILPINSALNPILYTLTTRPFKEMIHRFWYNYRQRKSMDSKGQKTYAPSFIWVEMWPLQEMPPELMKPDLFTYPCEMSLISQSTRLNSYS
#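 cAMP rise read by TR-FRET after 30 min, 37C compound exposure (up to 58 uM) in RXFP1-transfected HEK293 cells with Ro 20174 present. EC50 from Hill-equation fits, with 29 nM porcine relaxin as 100% and buffer as basal.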
# TrxR1 substrate – qHTS Assay for Substrates of Mammalian Selenoprotein Thioredoxin Reductase 1 (TrxR1): qHTS; Thioredoxin reductase 1, cytoplasmic (Rattus norvegicus), O89049; purified TrxR1 substrate turnover, NADPH consumption readout; Potency, µM (highest dose often 114 µM), inactives show at the top dose activity change, negative = substrate turnover; actives 0.01% (n = 390,000); AID 588456, 2011; further: on the % scale 0 is the no-effect control and ±100 the full control effect; nearly all actives have a fitted effect of over 50% in size
#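 Rat TrxR1, dispensed at 90 nM, was prereduced with 400 uM NADPH (final) for 5 min at ~22 deg C, then incubated with compound 15 min before 400 uM selenite. A first-read NADPH fluorescence drop versus no-compound background flagged substrates.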
# Vif-APOBEC3F blk – qHTS for Inhibitors of Vif-A3F Interactions: qHTS. HeLa A3F-eYFP + Vif (tagged APOBEC3F with the HIV-1 protein that degrades it), YFP fluorescence increase. Potency, µM (highest dose often 46.1 µM), for inactives: at the top dose activity, negative = active. actives 0.2% (n = 390,000); further: % of control where 0% means no effect; nearly all actives have a fitted effect of over 65% in size
#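 HeLa cells stably expressing A3F-eYFP plus Vif, plated and incubated overnight at 37 deg C, then exposed to compounds overnight at 37 deg C. Blocked degradation read as raised yellow fluorescence (Ex 488/Em 500-530).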
# USP1 inh – Inhibitors of USP1/UAF1: Primary Screen. Ubiquitin carboxyl-terminal hydrolase 1 (Homo sapiens), O94782. recombinant USP1/UAF1, Ub-Rhodamine cleavage fluorescence. Potency, µM (doses to about 57.1 µM), for inactives: top-dose activity change, negative = inhibition, usual class: inhibitors. actives 0.23% (n = 390,000). AID 743255, 2014; further: on the % scale 0 is the no-effect control and ±100 the full control effect; nearly all actives have a fitted effect of over 60% in size; inactives centre near -12
#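 USP1/UAF1 complex at 1 nM was preincubated with compound for 15 min at room temperature, then Ub-Rho substrate (150nM final) was added. Fluorescence (480/540 nm) was read kinetically, 6 reads every 60 seconds.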
# ALOX12 inh – Primary qHTS assay for inhibitors of human arachidonate 12S-lipoxygenase (ALOX12): Round 2 | Polyunsaturated fatty acid lipoxygenase ALOX12 (Homo sapiens), P18054 | purified 12hLO, xylenol orange hydroperoxide absorbance | Potency, µM (highest dose often 108 µM), for the others: at the top dose activity change, negative = inhibition, actives largely listed as inhibitors | actives 1.1% (n = 580,000) | AID 1671190, 2021; further: on the % scale 0 is the no-effect control and ±100 the full control effect
#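 Purified human 12hLO at 150 nM in 25 mM Hepes, 0.01% Triton X-100, pH 7.0, preincubated 15 min at room temperature with compound. Reaction started with 40 uM arachidonic acid, 30 min at room temperature. Hydroperoxide measured by Fe-xylenol orange, 573/405 nm absorbance ratio.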
# * = called active by the depositor; ? = inconclusive; . = not tested or not shown; & = joins results of further samples; [ ] = remark or other dose. The call rests on the fitted dose curve; in most records, active means well fitted curve in the direction sought with a large enough effect; inconclusive means small, poorly fitted or top-dose-only effect, or another doubt; inactive means no such curve, though single readings can be large; an effect the other way counts as inactive or inconclusive. Potency means the concentration at half of the fitted maximal effect. These rows are one share of the data. The share of hits here may be higher or lower than overall.
SMILES | RGS4 inhibitor | mIDH1 inhibitor | rTrxR1 inhibitor | Vif-APOBEC3G blk | RXFP1 ag | TrxR1 substrate | Vif-APOBEC3F blk | USP1 inh | ALOX12 inh
COc1cc(C(=O)N2CCOC23CCN(Cc2ccccc2)CC3)cc(OC)c1OC | . | 0% | . | 0% | . | . | 8% | -27% | -1%
CCc1ccc(NC(=O)CC2C(=O)N(c3cccc(OC)c3)C(=O)N2Cc2ccc(F)cc2)cc1 (stereo not given) | -13% | -15% | 19% | 6% | 1.9% | -3% | 0% | -19% | ?
Cc1ccccc1NC(=O)CNc1ccc(Cl)c(C(F)(F)F)c1 | -19% | -1% | -10% | 0% | 1.4% | -15% | 4% | -15% | -25%
Cc1ccc(-c2nnc(Nc3ccc(O)cc3)c3ccccc23)cc1S(=O)(=O)NC(C)(C)CO | -28% | 14% | -12% | ? | 2.7% | -8% | -3% | -10% | ?
CC(=O)C(=Nc1ccccc1Cl)NNc1ccc(Cl)cc1 | ? | 2% | ? | -14% | -1.1% | -2% | -27% | -10% | ?
O=C(O)CCCn1cc(NC(=O)COc2ccc(F)cc2F)cn1 | -30% | 9% | 15% | 1% | 7.5% | 1% | -15% | -7% | -8%
Cc1cccc(N2C(=O)CC(Cn3nc(C)cc3C)C2=O)c1 (stereo not given) | -16% | 13% | 27% | 1% | 0.0% | 5% | -2% | -21% | 94%[activator]
CCOC(=O)c1c(NC(=O)CSc2cn(CCNC(=O)c3ccccc3OC)c3ccccc23)sc2c1CCC2 | -16% | 15% | 20% | -2% | 0.2% | 11% | -7% | -10% | 0%
Cn1c(SCC(=O)c2ccc(O)c(O)c2)nnc1-c1cccs1 | -16% | -1% | -6% | 1% | -1.6% | -9% | 3% | -16% | ?
COc1ccc(C(=O)N/C(=C/c2cccc3ccccc23)C(=O)NCCc2c[nH]c3ccccc23)cc1OC | -29% | -1% | -8% | -4% | 1.8% | -4% | -5% | -1% | -18%

# Additional results follow:
SMILES | RGS4 inhibitor | mIDH1 inhibitor | rTrxR1 inhibitor | Vif-APOBEC3G blk | RXFP1 ag | TrxR1 substrate | Vif-APOBEC3F blk | USP1 inh | ALOX12 inh
Cc1ccc(C(=O)OCC(=O)NCC(F)(F)F)cc1C | 6% | 6% | -6% | -3% | 0.7% | -3% | -1% | -10% | 13%
COc1ccc(S(=O)(=O)Nc2cc3c4c(oc3c3ccccc23)CCCC4=O)cc1 | -8% | 3% | -17% | ? | -0.7% | -14% | -5% | -10% | 0%
COc1cc(OC)c(NS(=O)(=O)c2cc3c(cc2C)NC(=O)CO3)cc1Cl | 0% | -14% | 8% | -3% | 1.8% | -5% | -2% | -8% | -2%
O=C(NC(=S)NCc1ccccc1)c1ccccc1Br | 17% | 4% | -16% | -2% | -0.9% | 8%[57.1 µM] | -3% | ? | 0%
Cc1ccc(-c2csc3ncnc(Nc4ccc(N5CCOCC5)cc4)c23)cc1 | -16%[11.4 µM] | 3% | 17% | 1% | 11% | 11% | 5% | -26% | 0%
NC(=O)CNC1CC(=O)N(CCc2ccccc2)C1=O (stereo not given) | 8% | 3% | 5% | 3% | 0.2% | 0% | -4% | -8% | -22%
CCC(Sc1nc2ncnc(N)c2[nH]1)C(=O)O (stereo not given) | -5% | 5% | 18%[57.1 µM] | -3% | 14% | 1%[57.1 µM] | -4% | -8% | -6%
c1cnc(-c2noc(CN3CCN(C4CCCC4)CC3)n2)cn1 | 25% | -3% | -1% | 0% | 7.5% | 5% | 9% | -26% | -3%
CCC(C)N(C(=O)COC(=O)CNC(=O)c1sc2ccccc2c1Cl)C1CCS(=O)(=O)C1 (stereo not given) | -7% | -1% | -14% | -7% | 0.3% | -9% | -14% | 3% | 0%
CC(C)Cc1nc(SCC(=O)Nc2nnc(CC(C)C)s2)n[nH]1 | -28% | 1% | 4% | 1% | 5.3% | -2% | -1% | -13% | 8%

# Compound profiles, from the list above:
# CC(C)Cc1nc(SCC(=O)Nc2nnc(CC(C)C)s2)n[nH]1 is entered as RGS4 inhibitor: -28%; mIDH1 inhibitor: 1%; rTrxR1 inhibitor: 4%; Vif-APOBEC3G blk: 1%; RXFP1 ag: 5.3%; TrxR1 substrate: -2%; Vif-APOBEC3F blk: -1%; USP1 inh: -13%; ALOX12 inh: 8%
# c1cnc(-c2noc(CN3CCN(C4CCCC4)CC3)n2)cn1 is entered as RGS4 inhibitor: 25%; mIDH1 inhibitor: -3%; rTrxR1 inhibitor: -1%; Vif-APOBEC3G blk: 0%; RXFP1 ag: 7.5%; TrxR1 substrate: 5%; Vif-APOBEC3F blk: 9%; USP1 inh: -26%; ALOX12 inh: -3%

# The list continues:
SMILES | RGS4 inhibitor | mIDH1 inhibitor | rTrxR1 inhibitor | Vif-APOBEC3G blk | RXFP1 ag | TrxR1 substrate | Vif-APOBEC3F blk | USP1 inh | ALOX12 inh
Cc1cccc(N2CCN(C(=O)C3(S(=O)(=O)c4ccc(Cl)cc4)CC3)CC2)c1C | -2% | -5% | 11% | 0% | 1.4% | 2% | 0% | -11% | -15%
COc1ccc(CNC(=O)CN(Cc2ccccc2OC)C(=O)c2csnn2)cc1 | -1% | -8% | 16%[57.1 µM] | 0% | 2.6% | 5%[57.1 µM] | -9% | -10% | -15%
Cc1nc(-c2ccc(-c3ccon3)s2)no1 | -39% | 2% | 21%[57.1 µM] | 4% | 0.0% | -13%[57.1 µM] | 8% | -18% | ?
Cc1ccccc1NC(=S)N(Cc1cccs1)C1CCCC1 | 29% | 15% | 20%[57.1 µM] | 0% | -1.6% | -5% | -8% | -10% | -3%
COc1cccc(Cn2nnc3c(=O)[nH]c(C4CCCN(C(=O)c5ccccc5Cl)C4)nc32)c1 (stereo not given) | -1% | 5% | -7%&10% | -4% | 0.0% | -3%&6% | -2% | -3%&1% | ?
O=C(NCc1ccccn1)c1cc(-c2ccccc2)on1 | -15% | 2% | 25% | -7% | 1.4% | 9% | -9% | -11% | -5%
O=C(c1ccc(S(=O)(=O)NCc2ccco2)cc1)N1CCCC1 | 5% | 1% | 0%[57.1 µM] | 0% | 0.4% | -2%[57.1 µM] | -9% | -16% | 0%&0%
Cc1ccc(C(=O)NNC(=O)C(C)Sc2nc(N)cc(N)n2)cc1 (stereo not given) | -7% | 3% | -9% | 0% | 3.6% | -8% | 5% | -10% | -11%
COc1ccccc1C(=O)NC(=O)COC(=O)C1CCC1 | 1% | 0% | 10% | 3% | 0.3% | 6% | 11% | -18% | -2%
COc1ccc(-c2cc(C#N)nc(N3CCN(c4ccccc4)CC3)n2)cc1 | -4% | 2% | 6% | -2% | -0.4% | 6%[57.1 µM] | -1% | 3% | 19%

# The results go on.
SMILES | RGS4 inhibitor | mIDH1 inhibitor | rTrxR1 inhibitor | Vif-APOBEC3G blk | RXFP1 ag | TrxR1 substrate | Vif-APOBEC3F blk | USP1 inh | ALOX12 inh
Cc1cccc(-c2onc3ccc(C(=O)/C=C/N(C)C)cc23)c1 | -52% | 14% | -7% | -3% | -1.1% | -6% | -1% | -25% | ?
COCCn1nnnc1CN(Cc1cc2cc(OC)c(OC)cc2[nH]c1=O)C1CCCC1 | -15% | 4% | -23% | -6% | -0.5% | 20% | -1% | -12% | 24%
CC(=O)Nc1cccc(N(C)S(C)(=O)=O)c1 | 2% | 7% | 29% | 2% | -0.9% | 8% | -2% | -6% | 14%
COc1cc(CNc2nc(C)c([N+](=O)[O-])c(C)c2C#N)cc(OC)c1OC | 11% | -4% | -5% | 0% | 4.2% | -11% | 1% | -17% | -10%
CCCCCn1c(NC(=O)c2ccco2)c(S(=O)(=O)c2ccc(C)cc2)c2nc3ccccc3nc21 | -31% | 1% | ? | -1% | 19% | 59%[activator] | -2% | ? | ?
CCOC(=O)C[C@H]1c2ccc(C(F)(F)F)cc2S(=O)(=O)N1C(C)C | 1% | -4% | 4%[57.1 µM] | 1%&-2% | . | -8%&-6% | 1% | -12% | -7%
O=C(Nc1cccc(Cl)c1N1CCCC1)c1cc2ccccc2o1 | -22% | 5% | 15%[57.1 µM] | -2% | 3.9% | -2%[57.1 µM] | 3% | -20% | ?
O=C(CCS(=O)(=O)c1ccc(Br)cc1)Nc1ccc2c(c1)OCO2 | -3% | -4% | ? | 3% | 0.3% | 5% | -21% | -18% | ?
